# Assay outcomes: PubChem BioAssay, several laboratories
# hcDAF-12 act = activates DAF-12 receptor from parasite H. contortus; activation, % at 6.8 µM; HEK293 hcDAF-12 lit1-tk-luc reporter, luminescence; 0% DMSO, 100% Δ7-dafachronic acid; hit rate 1.4% among 370,000; AID 652067;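 active means activation above the mean of all tested compounds plus 3 SD, cut at about 5.5% in these data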;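 further: 100% = response to 3 µM Δ7-dafachronic acid high control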
# PLCg1 inh = inhibitors of human phospholipase C gamma1. P19174. purified PLC-gamma1, fluorogenic substrate, fluorescence. inhibition, % at 12.2 µM. hit rate 0.84% among 370,000; in the data active means inhibition above about 9.5%
# hgDAF12 agonist = agonists of H. glycines DAF-12 nuclear receptor | HEK293 GAL4-hgDAF12 UAS-luciferase reporter, agonist luminescence; normalized to butyrate control | activation, % at 6.8 µM | hit rate 1.8% among 370,000 | AID 687014;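 active means activation above a cutoff set at the mean of all screened compounds plus 3 SD, cut at about 10% in these data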;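 further: 0% = DMSO wells and 100% = sodium butyrate wells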
# SMARCA2 activ = activators of SMARCA2 function; MG213 cells, MMTV-luciferase reporter, dexamethasone, overnight; activation, % at 9.1 µM; hit rate 1% among 370,000; AID 652017; in the data active means activation above about 7.8%;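 further: 0% = vehicle wells and 100% = reference activator wells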
# ADAM17 inh = ADAM17 inhibition, QFRET primary screen. recombinant ADAM17, EDANS/DABCYL FRET peptide cleavage. inhibition, % at 6.95 µM. hit rate 0.83% among 370,000. AID 720648;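 active means inhibition above the mean of compounds lying between control limits plus 3 SD, set per campaign, cut at about 8.5% in these data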;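 further: 0% = DMSO-only wells as the low control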
# PLC-beta3 inh = blocks human PLC-beta3 enzyme activity. Q01970. Purified PLC-beta3, fluorogenic substrate, fluorescence. inhibition, % at 12.2 µM. hit rate 0.18% among 370,000. AID 720704; in the data active means inhibition above about 11%;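 further: 0% = median of compound wells on plate and 100% = full blocker control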
# ssDAF12 agonist = activates DAF-12 receptor from parasite S. stercoralis; AID 652126; activation, % at 6.8 µM; HEK293 ssDAF-12/GRIP1 lit1-tk-luc reporter, luminescence; % of 3 µM dafachronic acid response; hit rate 1% among 370,000;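 active means activation above the mean over all tested compounds plus 3 SD, cut at about 0.9% in these data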;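 further: 0% = DMSO-only wells and 100% = 3 µM delta7-dafachronic acid wells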
# NR1D1 modulator = modulators of human Rev-erb alpha DNA binding; P20393; Rev-erbα–FITC-DNA binding, fluorescence polarization, 90 min; activity, % at 10 µM; hit rate 0.79% among 370,000; AID 1259318;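 active means activity above about 14%, limit read from the data; passing the limit was not always enough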;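 further: 0% = DMSO wells with 35 nM protein and 100% = DMSO wells with 750 nM protein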
# Target sequence (P20393 whole entry, looked up): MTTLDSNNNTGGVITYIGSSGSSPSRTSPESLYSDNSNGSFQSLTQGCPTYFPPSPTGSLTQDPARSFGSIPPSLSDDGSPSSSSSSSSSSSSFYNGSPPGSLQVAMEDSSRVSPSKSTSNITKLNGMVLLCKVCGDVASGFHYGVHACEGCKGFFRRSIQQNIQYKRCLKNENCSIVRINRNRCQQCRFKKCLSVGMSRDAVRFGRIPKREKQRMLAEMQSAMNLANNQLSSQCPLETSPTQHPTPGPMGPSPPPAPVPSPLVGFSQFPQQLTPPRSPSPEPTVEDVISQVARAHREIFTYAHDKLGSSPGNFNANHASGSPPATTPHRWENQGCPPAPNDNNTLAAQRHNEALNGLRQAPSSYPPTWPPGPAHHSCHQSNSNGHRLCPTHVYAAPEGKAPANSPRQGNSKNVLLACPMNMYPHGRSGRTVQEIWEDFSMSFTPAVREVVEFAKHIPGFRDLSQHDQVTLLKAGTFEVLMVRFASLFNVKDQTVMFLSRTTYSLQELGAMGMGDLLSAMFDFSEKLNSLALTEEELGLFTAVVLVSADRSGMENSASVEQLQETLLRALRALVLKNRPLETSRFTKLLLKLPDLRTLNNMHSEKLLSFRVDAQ
# DAX1 inh-1 = inhibitors of DAX1 repression of SF-1 activated StAR promoter | HEK293T StAR-luciferase reporter, SF-1/DAX-1 repression relief | inhibition, % at 6.8 µM | hit rate 1.1% among 370,000 | AID 652010;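 active means inhibition above the mean over all tested compounds plus 3 SD, cut at about 3.6% in these data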;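 further: 0% = DAX-1 cells with DMSO and 100% = cells lacking DAX-1 with DMSO; higher inhibition means more luminescence from relief of DAX-1 repression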
# DAX1 inh-2 = inhibits human nuclear receptor DAX1; inhibition, % at 6.75 µM; P51843; hit rate 0.99% among 340,000; HEK293 Gal4-DAX1 luciferase reporter, luminescence; AID 504766;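 active means inhibition above the mean over all tested compounds plus 3 SD, cut at about 4.2% in these data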;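 further: 0% = DAX1-transfected cells with DMSO and 100% = empty-vector control cells with DMSO; inhibition shows as a rise in luminescence from relieved DAX1 repression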
# MBD2 inh = blocks human MBD2 binding to methylated DNA; Q9UBB5; TR-FRET, MBD2 binding to methylated oligonucleotide; inhibition, % at 4.4 µM; hit rate 0.31% among 370,000; AID 686964; in the data active means inhibition above about 13%
# Target sequence (Q9UBB5 whole entry, looked up): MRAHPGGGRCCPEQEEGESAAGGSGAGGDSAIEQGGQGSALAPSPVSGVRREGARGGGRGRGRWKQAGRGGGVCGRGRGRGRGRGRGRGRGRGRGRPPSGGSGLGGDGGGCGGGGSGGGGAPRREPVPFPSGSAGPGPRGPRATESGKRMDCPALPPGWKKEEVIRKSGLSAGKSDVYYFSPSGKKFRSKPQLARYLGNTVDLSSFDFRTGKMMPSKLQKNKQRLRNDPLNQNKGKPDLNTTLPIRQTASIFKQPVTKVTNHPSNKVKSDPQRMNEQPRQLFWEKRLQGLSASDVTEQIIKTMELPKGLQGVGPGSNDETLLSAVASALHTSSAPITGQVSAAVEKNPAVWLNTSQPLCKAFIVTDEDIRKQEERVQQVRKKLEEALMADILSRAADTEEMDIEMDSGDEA
# An asterisk follows results filed as active; nt = no result given.
Structure,hcDAF-12 act,PLCg1 inh,hgDAF12 agonist,SMARCA2 activ,ADAM17 inh,PLC-beta3 inh,ssDAF12 agonist,NR1D1 modulator,DAX1 inh-1,DAX1 inh-2,MBD2 inh
COc1cc(C(=O)NCc2cn3ccsc3n2)cc(OC)c1OC,-1.7,-3,-2.5,-2,-5,-5,-0.4,-1,-0.3,1.1,4
COC(=O)CSc1nnc2n1C(C)(C)Cc1ccccc1-2,1.7,-3,-0.1,-4,-3,1,-1.5,2,-1.1,-0.2,2
CCNC(=O)C1(C)CCN(C(=O)c2c(F)cccc2F)C1 (centres undefined),1.0,0,-1.0,1,-4,2,-0.3,-3,1.5,nt,-1
CCNC(=O)C1(C)CCN(C(=O)c2ccc(OC(F)F)cc2)C1 (centres undefined),-0.4,2,-0.1,-6,-4,2,-0.9,5,-0.5,nt,11
Cc1nc(C(=O)N2CCCC(Nc3ccc(C)c(C)c3)C2)cs1 (centres undefined),0.3,4,-1.8,-1,3,-5,-1.6,-9,0.2,-0.3,-3
COc1ccc(N(Cc2cc3cc(OC)ccc3[nH]c2=O)S(C)(=O)=O)cc1,-0.9,-27,-1.1,1,-78,-37,-0.3,4,-0.2,-1.3,-6
O=C(NC12CC3CC(CC(C3)C1)C2)N1CCC(O)CC1,0.5,0,-0.2,0,-2,0,-1.1,-3,0.1,-1.0,3
C/C=C/c1ccc(OCC(=O)OCC(=O)Nc2c(C)nn(-c3ccccc3)c2C)c(OC)c1,-1.2,6,0.3,-2,-3,-5,-1.3,2,1.5,1.7,2
O=C(NC(=S)NNC(=O)c1cc2ccccc2cc1O)c1ccco1,-0.2,-35,-3.2,-4,9.3*,-37,-0.9,1,-2.6,-1.4,-3
COc1ccccc1NC(=O)NNC(=O)CCN1CCOCC1,1.6,0,2.2,1,-3,-4,-0.3,-7,1.4,-0.4,-4
COC(=O)c1ccc(CSc2nnc(NC(=O)c3cc4c(s3)CCCC4)s2)cc1,0.5,-1,3.2,7,0,-9,-0.6,5,-0.2,-0.2,2
Cc1cc(C(=O)NCCCc2ccccc2)no1,0.3,0,2.0,4,-1,3,-2.0,0,-0.1,-0.4,1
CC(C)(C)c1ccc(C(=O)Nc2ccc(Cl)cc2)cc1,1.8,1,5.0,1,-3,1,-0.3,-4,0.8,0.2,2
COc1ccccc1OCC(=O)NC1CCCc2ccccc21 (centres undefined),-1.4,1,1.2,-2,0,-7,-1.8,7,-0.6,0.3,3
N#CCC(=O)Nc1ccc(C(=O)OCC(=O)C23CC4CC(CC(C4)C2)C3)cc1,0.3,4,0.4,-2,-2,-10,-0.4,0,0.9,0.6,0
O=C(/C=C/c1ccc(F)cc1)NNC(=O)CCN1CCN(Cc2ccccc2)CC1,-1.3,-2,0.3,-3,0,-1,-1.1,3,-0.7,0.4,4
COc1ccc([N+](=O)[O-])cc1C(=O)Nc1ccc(Cc2ccncc2)cc1,0.2,2,4.5,2,-2,-2,-0.5,9,-0.5,-0.5,1
COc1cc(CNc2ncnc3c2ncn3[C@H]2CN(Cc3ccc(Cl)cc3)C[C@@H](CO)O2)cc(OC)c1OC,-2.3,1,-2.0,-3,2,-1,-1.5,5,-1.1,nt,7
Cc1cccc(CN2CCN(C3CN(Cc4cn(Cc5ccc(Cl)cc5)nn4)S(=O)(=O)C3)CC2)c1 (centres undefined),0.2,3,-2.2,-5,-4,-3,-1.2,-6,0.1,nt,13*
Oc1ccc(C[C@@H]2CNCCN2CCc2cccc3ccccc23)cc1,-0.3,0,0.5,4,-2,1,-1.2,0,-0.2,1.8,3
CC[C@]12c3[nH]c4ccccc4c3CCN1C(=O)C(CC(=O)NCCCN(C)C)C[C@@H]2C(=O)N1CCN(C(=O)C2CC2)CC1 (some centres undefined),0.7,4,2.3,-2,-4,2,-0.6,1,0.7,0.6,6
CCOC(=O)CCn1nnc(N)n1,-0.6,1,0.5,-1,2,3,-1.7,7,0.2,-0.9,0
CCCCCC(O)(c1ccc(OC)cc1)C(CN1CCOCC1)c1ccccc1 (centres undefined),-2.4,1,0.8,-1,1,-5,-1.1,3,-0.4,0.6,9
O=c1c(Cl)c(N2CCC3(CC2)OCCO3)cnn1C12CC3CC(CC(C3)C1)C2,0.3,2,-2.2,-3,1,2,-0.6,0,0.3,nt,-1
COc1ccccc1N1CCN(C(=O)C(C)CS(=O)(=O)c2ccc3c(c2)NC(=O)CS3)CC1 (centres undefined),-0.2,7,-2.7,-5,3,-4,-0.4,2,-1.4,-0.3,77*
O=C(NNC(=O)c1ccccc1O)c1ccc(NS(=O)(=O)c2ccc(F)cc2)cc1,1.5,-3,1.1,-2,1,-11,-0.6,-1,-1.0,-1.2,1
CC(C)N(CCNCC(O)COc1ccc(C(C)(C)c2ccccc2)cc1)C(C)C (centres undefined),-0.6,4,-1.2,-3,-1,6,-1.0,-5,0.5,2.7,4
O=C1CC2C(CCC23OCCO3)c2ccc3ccccc3c21 (centres undefined),2.3,1,9.1,1,-5,-1,0.1,-4,1.2,1.4,-8
COc1ccc(NC(=O)CSc2nc(SC)ns2)c(OC)c1,4.7,1,6.8,1,1,-9,-0.6,-2,1.8,0.3,-1
CCCc1cc(=O)[nH]c(SCc2csc(-c3ccccc3)n2)n1,0.5,3,2.1,-2,1,0,-1.3,-2,-0.2,0.9,3
Cc1ccc(Cn2ncc(C)c2N)o1,-1.1,0,-4.0,1,2,-2,0.7,nt,0.0,0.6,-6
COc1ccc(OC)c(C2C(C(=O)c3cc4ccccc4o3)=C(O)C(=O)N2c2cc(C)on2)c1 (centres undefined),1.3,-24,-1.7,-1,1,-33,-0.9,-5,0.2,-1.2,-3
COc1cc(C(=O)COC(=O)CNC(=O)C2CCCCC2)cc(OC)c1OC,-2.1,-2,-0.8,-5,-2,-2,-0.5,5,-0.3,0.1,1
Nc1cc(C(F)(F)F)ccc1Nc1ccccc1,0.6,-6,1.0,3,-7,-5,0.9*,1,0.2,-0.3,-1
COc1ccccc1CNc1nc(NCc2cccc(OC)c2OC)c2sccc2n1,-3.6,4,-6.7,-2,4,7,-1.8,0,-2.8,nt,1
O=C(COC(=O)CSc1ccc(Cl)cc1)Nc1ccccc1,0.1,-6,-0.9,-1,2,-8,0.1,5,-0.1,0.9,-2
CC1=[N+](C)N(c2ccccc2)C(=O)C1N=Cc1c(Cl)cccc1Cl (centres undefined),-0.9,2,0.8,0,0,4,-1.6,-1,-0.2,2.8,-1
COc1ccc(C(=O)OCC(=O)c2ccc(Cl)s2)c(OC)c1OC,-1.8,5,-0.7,1,2,-6,-1.2,-1,-0.8,-0.3,4
CCOC(=O)c1sc(NC(=O)C2CC2)nc1C,0.8,0,3.2,-4,-1,-3,-2.4,-1,-0.8,0.8,2
Cc1cccc(NC(=O)CCc2ccc(N3C(N)=NC(N)=NC3(C)C)cc2)c1,0.8,0,-1.5,-9,-3,3,-0.8,-2,-1.1,0.1,-1
COc1ccccc1C(=O)Nc1c(C)n(C)n(-c2ccccc2)c1=O,-1.2,3,-1.5,2,0,3,-1.2,0,-1.1,0.5,1
COC(=O)C1=C(N)Oc2cc(C)[nH]c(=O)c2C1c1cccnc1 (centres undefined),0.8,0,-0.6,0,-4,2,-0.8,-1,-0.1,-1.5,-3
CCCCC1CC(=O)NC1(C(=O)OCC)C(=O)OCC (centres undefined),-1.6,2,-0.2,-4,-5,0,-0.5,0,1.7,-0.5,1
O=C(O)CN1C(=O)/C(=C/C=C/c2ccccc2)SC1=S,0.2,-6,1.5,1,-1,-4,-0.6,1,-0.3,1.1,0
CCOc1ccc2nc(SCc3cccc(C)c3)nc(C)c2c1,-2.3,0,3.0,7,-3,1,-0.8,4,-0.3,0.6,1
N/C(Cc1cccs1)=N\OC(=O)COc1ccccc1,0.3,-2,3.1,4,-2,-1,-0.3,2,0.8,0.0,2
NS(=O)(=O)c1ccc(NC(=O)CCC2CCCCC2)cc1,-1.2,-2,-0.8,-2,-1,-1,-0.7,1,-0.3,0.4,1
O=C(NNC(=O)c1ccc2nonc2c1)Nc1ccc(Cl)cc1,-0.7,1,-2.8,-1,3,-7,-1.6,2,0.1,nt,-4
N#C/C(=C\c1ccco1)C(=O)Nc1cccc2ncccc12,-0.8,-73,0.8,3,-78,-91,-0.8,4,-0.4,-1.1,2
O=C1CCC([N+](=O)[O-])C(c2ccc(C(F)(F)F)cc2)N1 (centres undefined),-0.6,-2,1.1,-5,-1,-5,-0.9,-6,0.2,0.1,-1
O=C(NCc1nc2ccccc2[nH]1)C1CCCCC1,0.0,0,8.0,-1,1,0,-0.6,-4,-1.0,-0.9,-5
O=C(CCc1nc2ccccc2c(=O)[nH]1)Nc1cc(Cl)ccc1N1CCCCC1,-0.2,-2,-0.3,-2,3,-12,-1.6,3,-1.2,-0.1,2
COCCN(Cc1ccccc1)C(=O)C1CCN(C(=O)Nc2ccccc2)CC1,-1.3,1,2.5,-1,-6,-6,0.2,0,0.1,-0.5,3
CCOC(=O)C(NC(=O)CC)(N1CCc2ccccc2C1)C(F)(F)F (centres undefined),-1.4,3,0.4,0,-1,2,-1.7,-1,0.2,0.5,-9
O=C(CCc1c[nH]c2ccccc12)NCc1ccc2c(c1)OCO2,-1.2,2,-2.5,-1,3,-1,-1.2,3,-0.4,-0.6,-2
CSc1ccc(C(=O)Nc2cc(S(=O)(=O)N3CCOCC3)ccc2N2CCOCC2)cc1[N+](=O)[O-],-0.5,-1,1.5,-2,2,-2,-1.6,0,0.6,0.1,-6
CNc1cncc(C(=O)O)c1,-0.6,-21,-3.2,0,-6,-28,-1.0,-6,0.1,0.2,-11
Cc1ccc(S(=O)(=O)N2CCC(C(=O)OC(C)C(=O)NCc3ccccc3)CC2)cc1C (centres undefined),-0.7,5,1.1,-1,9.7*,-3,-1.1,4,-0.6,-0.1,2
CCn1c(SCC(=O)Nc2cccc(C)n2)nnc1-c1ccco1,-1.2,2,-0.8,0,-3,1,-1.6,-1,-0.8,-1.6,-1
CCOCCCNC(=S)N1CCN(Cc2ccc3c(c2)OCO3)CC1,0.1,0,-1.1,-1,-5,-1,-1.2,-2,-0.2,1.2,3
Cc1ccc(N=C2SC(C(=O)O)CC(=O)N2C)cc1C (centres undefined),-0.5,-3,-3.1,0,-2,-1,-1.4,2,0.5,0.1,5
O=C(CN(C(=O)CCC(=O)Nc1nccs1)c1ccc2c(c1)OCO2)NCC1CCCO1 (centres undefined),-0.7,1,-1.9,0,-1,2,-1.2,-6,-0.1,1.1,-4
